Rab9 promoter act = activators of Rab9 promoter; Huh7 Rab9 promoter-luciferase reporter, luminescence, 24 h; AID 485297; Potency, µM (highest dose often 9.22 µM), for inactives: at the top dose activation, negative = inhibition, usual class: activators; 320,000 tested, 2.8% active; also: potency is read from the fitted curve at half-maximal effect; % of control where 0% means no effect; nearly all actives have a fitted effect of over 60% in size
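Luciferase signal after 10 min detection reagent at ambient indicates Rab9 promoter upregulation; stably transfected Huh7 cells were treated 24 h with compound in DMSO at 37 °C, 5% CO2.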
RORg inh = blocks mouse ROR gamma transcriptional activity. P51450. Drosophila S2 Gal4-RORgamma UAS-luciferase reporter, 20 h. Potency, µM (titrated, usually from 53.6 µM), for the others: top-dose activity change, negative = inhibition, hits mostly inhibitors. 310,000 tested, 5.4% active. AID 2551; also: potency is read from the fitted curve at half-maximal effect; % is scaled to controls: 0 for no effect and ±100 for the full control effect; nearly all actives have a fitted effect of over 60% in size
Target sequence (P51450 whole entry, looked up, the tested form may be a part): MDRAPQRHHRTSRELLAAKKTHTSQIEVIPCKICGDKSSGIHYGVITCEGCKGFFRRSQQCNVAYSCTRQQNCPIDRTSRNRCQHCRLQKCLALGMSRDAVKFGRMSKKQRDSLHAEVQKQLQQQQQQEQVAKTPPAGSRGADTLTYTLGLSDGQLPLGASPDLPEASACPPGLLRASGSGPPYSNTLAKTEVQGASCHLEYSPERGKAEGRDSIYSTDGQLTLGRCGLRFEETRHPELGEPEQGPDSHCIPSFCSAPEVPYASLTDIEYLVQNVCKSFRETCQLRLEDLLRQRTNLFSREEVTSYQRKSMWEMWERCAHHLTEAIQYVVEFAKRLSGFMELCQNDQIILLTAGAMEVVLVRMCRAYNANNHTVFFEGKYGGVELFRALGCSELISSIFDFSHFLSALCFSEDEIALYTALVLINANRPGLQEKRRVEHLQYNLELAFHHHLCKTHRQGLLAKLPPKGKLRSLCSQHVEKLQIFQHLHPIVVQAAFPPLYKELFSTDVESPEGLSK
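Compounds are pin-transferred onto Drosophila Schneider cells expressing a copper-inducible Gal4–ROR gamma transactivation domain fusion. After 1 hr, copper sulfate is added to 700 uM final; luciferase is read 20 hr later.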
NPC1 promoter act = NPC1 promoter activation | AID 485313 | Huh7 NPC1 promoter luciferase reporter, 24 h | Potency, µM (doses to about 9.22 µM), for the others: at the top dose activation, most hits filed as activators | 320,000 tested, 2.4% active;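 also: potency is read from the fitted curve at half-maximal effect; % of control where 0% means no effect; nearly all actives have a fitted effect of over 60% in size; reporter is driven by a mutant NPC1 promoter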
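NPC1 promoter–luciferase Huh7 cells; 24 h compound; luminescence.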
FLuc modulator = firefly luciferase modulation, counter-screen for miR-21 project. P08659. purified FLuc, Km substrates, luminescence inhibition. Potency, µM (top dose mostly 57.5 µM), inactives show at the highest dose activity change, negative = inhibition, hits mostly inhibitors. 360,000 tested, 6.9% active. AID 588342;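 also: potency is read from the fitted curve at half-maximal effect; plate controls were vehicle for no effect and reference inhibitor for full effect; nearly all actives have a fitted effect of over 55% in size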
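Purified P. pyralis luciferase (10nM final) with 10uM D-luciferin and 10uM ATP (Km levels) in 50mM Tris acetate pH 7.5, 10mM Mg acetate, 0.01% Tween-20, 0.05% BSA; qHTS 6-point titration, ~60 µM downward; luminescence read.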
PKM2 act = PKM2 (human) enzyme activation; purified PKM2, Kinase-Glo ATP luminescence, activation; response scale: 0% is enzyme alone, no compound; P14618; 260,000 tested, 0.34% active; Potency, µM (titrated, usually from 57.5 µM), without a hit: at the top dose activation, actives largely listed as activators; also: potency is read from the fitted curve at half-maximal effect; % is scaled to controls: 0 for no effect and ±100 for the full control effect; nearly all actives have a fitted effect of over 55% in size
Target sequence (P14618 whole entry, looked up): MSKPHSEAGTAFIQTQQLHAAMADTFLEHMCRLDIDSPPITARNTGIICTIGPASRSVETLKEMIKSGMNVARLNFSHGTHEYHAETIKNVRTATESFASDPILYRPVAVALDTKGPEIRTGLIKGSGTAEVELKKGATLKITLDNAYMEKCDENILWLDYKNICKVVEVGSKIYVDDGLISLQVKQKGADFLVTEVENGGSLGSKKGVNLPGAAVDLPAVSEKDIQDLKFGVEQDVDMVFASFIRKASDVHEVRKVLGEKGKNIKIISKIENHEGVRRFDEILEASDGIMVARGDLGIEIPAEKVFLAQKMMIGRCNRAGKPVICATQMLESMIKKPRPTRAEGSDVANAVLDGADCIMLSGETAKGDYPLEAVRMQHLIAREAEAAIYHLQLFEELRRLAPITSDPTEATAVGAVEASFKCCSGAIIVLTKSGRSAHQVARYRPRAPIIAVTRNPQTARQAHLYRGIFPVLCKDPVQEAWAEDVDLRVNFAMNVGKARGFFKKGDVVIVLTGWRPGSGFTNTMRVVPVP
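ATP formation by purified human PK-M2, quantified via coupled luciferase luminescence after 1 h at room temperature with 0.1 mM ADP and 0.5 mM PEP final.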
ELG1 genotoxic = induces genotoxicity in HEK293T cells with luciferase-tagged ELG1 | Potency, µM (series often up to 46 µM), without a hit: at the highest dose activity change, positive = activation, most hits filed as activators | 330,000 tested, 1.3% active | HEK293T ELG1-luciferase reporter, luminescence, 16 h | AID 504466; also: potency is read from the fitted curve at half-maximal effect; % of control where 0% means no effect; nearly all actives have a fitted effect of over 60% in size
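Step 1: seed 2,000 HEK293T ELG1-luciferase cells per well. Step 2: add compound or DMSO, incubate 16 hr at 37 °C. Step 3: ONE-Glo, 30 min at room temperature, read luminescence.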
Gal4-VP16 FLuc = counter-screen for ROR gamma inhibitors: Gal4-VP16 reporter. Potency, µM (titrated, usually from 53.6 µM), without a hit: at the top dose activity, negative = inhibition, actives largely listed as inhibitors. AID 2546. Drosophila S2 Gal4-VP16 UAS-luciferase, luminescence, 20 h. 310,000 tested, 3.5% active;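 also: Gal4-VP16 expression switched on by copper sulfate through the metallothionein promoter; potency is read from the fitted curve at half-maximal effect; % is scaled to controls: 0 for no effect and ±100 for the full control effect; nearly all actives have a fitted effect of over 50% in size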
BRCA1 expr up = increases BRCA1 expression; MCF7-BRCA1-FFLuc reporter, luminescence, 48 h; response scale: scaled: vehicle 0%, 10 µM genistein 100%; Potency, µM (highest dose often 46.1 µM), for inactives: top-dose activation, usual class: activators; 380,000 tested, 1.1% active; also: potency is read from the fitted curve at half-maximal effect; nearly all actives have a fitted effect of over 80% in size; some results filed as inactive show a strong effect at the top dose
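Cells: MCF7-BRCA1-FFLuc, 2000/well. Exposure: 48 h, 37 °C, 5% CO2. Read: luminescence, 15 min post-substrate. Controls: genistein 10 microM (maximal activation), DMSO (neutral).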
Menin MLL FP TR = displaces Texas Red mutant MLL peptide from human menin; AID 1768; Menin + Texas Red MLL mutant peptide, fluorescence polarization; 270,000 tested, 0.23% active; O00255; Potency, µM (doses to about 61.6 µM), for the others: top-dose FP activity change, negative = inhibition, actives largely listed as inhibitors; active = well fitted inhibition curve with a large enough effect in the polarisation, with a control signal flat, not every such curve was filed as active; inconclusive = small, poorly fitted or top-dose-only effect, or effect the other way, or a change in a side signal; inactive = no such curve, though single readings can be large or run the other way; the % refers to the polarisation; also: potency is read from the fitted curve at half-maximal effect; % of control where 0% means no effect; many of its hits are not listed in these tables
Giardia killer = Giardia lamblia killing; Giardia lamblia trophozoite viability; activity change, % at 7.66 µM, hits read low; 340,000 tested, 0.15% active; AID 540267; in the data active = activity change below about -80%; inconclusive = between about -30% and that limit;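 also: parasites exposed to compound for two days anaerobically before the ATP read; % is scaled to controls: 0 for no effect and ±100 for the full control effect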
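Giardia trophozoites, 100 cells per well, were exposed to compounds for 48 hrs at 37 deg C under anaerobic conditions; viability was then read as ATP content by bioluminescence after 15-30 min at room temperature.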
p53 reactivation = restores transcriptional activity of mutant p53; 320,000 tested, 0.063% active; H1299 p53-A138V BP100-luciferase reporter, luminescence, 24 h; Potency, µM (series often up to 92.2 µM), for inactives: top-dose activity change, positive = activation, actives largely listed as activators; also: potency is read from the fitted curve at half-maximal effect; % of control where 0% means no effect; nearly all actives have a fitted effect of over 45% in size
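p53-null H1299 cells stably carrying temperature-sensitive p53-A138V and a BP100-luciferase reporter were pinned with compounds (4-point, 1:5 series) and held 24 hrs at 37 deg C. Luminescence was read 10 min after detection reagent.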
Starred values were filed as active, the others as inactive; ? = inconclusive; nt = no result given; [ ] = remark or other dose. Unless noted, calls follow the shape of the dose curve; as a rule, active = well fitted curve in the direction sought with a large enough effect; inconclusive = small, poorly fitted or top-dose-only effect, or another doubt; inactive = no such curve, though single readings can be large; an effect the other way counts as inactive or inconclusive. Some of the compounds tested; the hit share may differ from the screen's.

Below each SMILES: Rab9 promoter act	RORg inh	NPC1 promoter act	FLuc modulator	PKM2 act	ELG1 genotoxic	Gal4-VP16 FLuc	BRCA1 expr up	Menin MLL FP TR	Giardia killer	p53 reactivation
> COc1ccc(OC)c(NC(=O)CSc2nnc(N)s2)c1
    1%	13%	1%	7%[2.3 µM]	5%	2%	1%	-1%	-21%	-16	4%
> COc1ccc(-n2cc(CN3CCCC3)c(-c3cccc(F)c3)n2)cc1
    -6%	-15%	-3%	?	3%	-1%	-3%	-3%	-15%	6	-1%
> COc1ccc(N2CCN(C(=O)c3ccc(Oc4ccc(C(F)(F)F)cn4)cc3)CC2)cc1
    -11%	?	-5%	0%	-5%	-8%	?	-55%	nt	-5	4%
> Cc1ccc(S(=O)(=O)N2CCN(C(=O)COC(=O)/C=C/c3ccccc3F)CC2)c(C)c1
    3%	nt	0%	-2%	nt	2%	nt	-4%	nt	1	1%
> COc1ccc(CNc2ncnc3sccc23)cc1
    -30%	?	-22%	-2%	1%	-18%	?	-33%	2%	-1	-1%
> O=C(NC(Cc1ccccc1)C(=O)O)c1ccc(S(=O)(=O)N2CCOCC2)cc1 (stereo not drawn)
    -2%	40%	1%	2%	8%	-7%	-1%	4%	?	-3	10%
> Cc1nc(NC(=O)c2ccc(Br)s2)sc1C(=O)N(C)C
    3.5µM*	?	3.2µM*	7.6µM*	4%	9.2µM*	22%[0.365 µM]	?	17%	-6	?
> c1ccc(-c2[nH]ncc2CN2CCN(Cc3ccc4c(c3)OCO4)CC2)cc1
    -2%	-11%	-3%	1%	-6%	-2%	8%	1%	nt	18	-2%
> CC(=O)NC1CC2CCCC(C1)N2Cc1ccc(C)cc1 (stereo not drawn)
    -7%	-33%	7%	1%	1%[11.5 µM]	1%	2%	0%	5%	0	nt
> COc1cc(C(=O)NNC(=O)c2ccc(S(=O)(=O)N3CCCCC3)cc2)cc(OC)c1OC
    0%	-5%	-2%	3%	-1%	0%	-5%	-15%	-1%	8	0%
> N#Cc1ccc(CN2CCN(C(=O)c3cccc(S(=O)(=O)N4CCCCCC4)c3)CC2)cc1
    -10%	nt	-7%	1%	nt	-7%	nt	-27%	nt	26	-7%
> Cc1ccc(CC(=O)O/N=C(\N)c2ccccn2)cc1
    ?	-5%	4.5µM*	4.8µM*	-4%	?	-4%	?	nt	8	3%
> COc1cc(C(=O)OCC(=O)NCCC2=CCCCC2)ccc1OCC(C)C
    2%	nt	-2%	4%	nt	1%	nt	4%	nt	-5	10%
> CCC1CCCCN1C(=O)CCNC(=O)Cn1cnc2ccccc2c1=O (stereo not drawn)
    0%	22%	-1%	1%	0%	-2%	-6%	2%	-11%	?	0%
> Cc1cccc(OCC(=O)Nc2nnc(S(=O)(=O)N3CCC(C)CC3)s2)c1
    -6%	1%	-1%	-2%	0%	0%	1%	-2%	-9%	7	nt
> COc1ccc(CCCNC(=O)C2CCC(=O)N(CCCN3CCCC3=O)C2)cc1 (stereo not drawn)
    2%	18%	3%	1%	nt	3%	8%	-4%	nt	6	-2%
> Cc1nc(-c2nc(-c3c(C(=O)NNC(=O)Nc4ccccc4)noc3C)cs2)cs1
    1%	-20%	-3%	?	-2%	0%	-6%	-4%	nt	7	3%
> CCc1nc(N[C@H](C(=O)O)C(C)CC)c2oc3ccccc3c2n1 (stereo partly drawn)
    -7%	2%	0%	-17%	-2%	1%	1%	-23%	?	-17	-2%
> Cc1ccc(NC(=O)NCCCl)cc1S(=O)(=O)N1CCOCC1
    -1%	5%	4%	-1%	-2%	1%	-8%	-8%	nt	-3	3%
> Cc1nc2cc(S(=O)(=O)C(F)(F)F)ccc2s1
    -6%	-2%	5%	-1%	-16%	2%	2%	-3%	8%	8	0%
> COCCCNC(=O)Cn1nnc(-c2ccc(NC(=O)c3ccc(F)cc3)cc2)n1
    18%	11%	1%	2%	-1%	0%	-12%	12%	15%	6	3%
> Cc1cc(N2CCOCC2)nc(N)n1
    -3%	5%	-3%	-1%	-7%	3%	4%	4%	-1%	-5	1%
> O=C(NCc1cccnc1)c1noc2c1CCCC2
    3%	13%	-1%	2%	-13%	0%	-5%	0%	-15%	-18	-2%
> CCCCNc1c2c(nc3c(-c4ccccc4)c(C)nn13)CCC2
    4%	-4%	1%	-7%	-4%	-2%	1%	-13%	-3%	13	0%
> CC1=C(C(=O)OCc2ccc3c(c2)OCO3)C(c2ccc(O)c([N+](=O)[O-])c2)NC(=O)N1 (stereo not drawn)
    12%	4%	9%	-9%	-31%	-16%	4%	26%	-1%	1	-5%
> N#C/C(=C(/O)CSc1n[nH]c(N)n1)c1nc2ccccc2[nH]1
    -4%	-34%	-1%	-5%	5%	-3%	-3%	-13%	nt	-4	5%
> Cc1ccccc1NC(=O)Nc1cc(S(N)(=O)=O)ccc1C
    nt	16%	0%	3%	8%	-1%	-3%	-11%	-1%	1	2%
> CCC(C)(C)NC(=O)c1cc([N+](=O)[O-])ccc1N1CCOCC1
    -1%	-5%	-3%	0%	-1%	0%	5%	-10%	-11%	3	10%
> COC(=O)c1ccccc1OCCOCCOc1cccc2cccnc12
    -1%	?	-4%	4%	7%	-1%	?	-21%	-21%	5	-10%
> COc1cc(-c2nc(=S)[nH][nH]2)cc(OC)c1OC
    8%	-25%	1%	0%	0%	4%	0%	8%	20%	-22	-4%
> O=C(Nc1cc(Cl)ccc1Cl)c1ccco1
    2%	32%	-2%	-1%	0%	3%	4%	-11%	17%	11	nt
> Cc1onc(-c2ccccc2)c1C(=O)N/N=C/c1cc(Br)c(O)c(Br)c1
    0%	nt	-6%	-12%	0%	-3%	nt	-25%	?	-2	nt
> Nc1c(C(=O)NCc2ccc(F)cc2)c2nc3ccccc3nc2n1CCCN1CCOCC1
    -1%	-85%	-2%	4%	1%	-14%	?	-46%	5%	5	-9%
> Cc1ccc2nc(Cl)c(/C=N/Nc3ccc(C(=O)O)cc3)cc2c1
    0.45µM*	3.2µM*	0.32µM*	0.067µM*	0%	?	7.1µM*	26%	nt	?	9%
> O=C(/C=C/c1ccccc1)N1CCN(c2ccccn2)CC1
    1%	17%	0%	?	0%	5%	0%	83%	2%	5	7%
> CCn1nccc1C(=O)Nc1ccccc1OC
    -1%	-20%	8%	-9%	-5%	5%	3%	15%	-2%	7	9%
> CC1=C(C(=O)Nc2ccccc2)C(c2ccc(C)o2)N2C(=O)CSC2=N1 (stereo not drawn)
    14%	8%	-4%	0%	1%	7%	-19%	0%	3%	29	-1%
> COc1cccc(-c2nn(-c3ccc(C)cc3)cc2C(=O)N2CCN(C3CCS(=O)(=O)C3)CC2)c1 (stereo not drawn)
    1%	nt	5%	15µM*	nt	-2%	nt	10%	nt	?	3%
> COc1ccc2c(c1)c(CCN1C(=O)c3ccccc3C1=O)cn2C(=O)c1ccco1
    0%	13%	11%	-1%	-3%	13%	-7%	-21%	-2%	-2	-1%
> Cc1oc(-c2cccs2)nc1CN1CCN(Cc2ccc(F)c(F)c2)C(CCO)C1 (stereo not drawn)
    -1%	-22%	0%	0%	2%	-2%	0%	-14%	-14%	5	0%
> COc1cccc(CN2CCC(C(=O)N3CCC(C)CC3)CC2)c1
    -2%	-16%	2%	-2%	2%	-1%	6%	-8%	-23%	-6	-1%
> C/C(=N\NC(=O)C1CCCN(S(=O)(=O)c2ccccc2)C1)c1ccccn1 (stereo not drawn)
    -11%	2.8µM*	-6%	-2%	?	2%	5µM*	-81%	24%	-5	13%
> OCC(CO)(CO)NCc1ccc(-c2ccccc2)cc1
    ?	-14%	1%	0%	-2%	4%	1%	30%	3%	20	-6%
> CC(=O)NCc1ccc(C(=O)COC(=O)COc2ccccc2)s1
    -6%	nt	1%	?	nt	-2%	nt	5%	nt	-23	3%
> Cc1nn(C)cc1CNC(=O)c1cc2n(n1)C(C(F)(F)F)CC(c1cccs1)N2 (stereo not drawn)
    -1%	5%	7%	-1%	-11%	-4%	-3%	-6%	-6%	5	-9%
> COC(=O)CNc1nc(OC)nc(N(C)C)n1
    -1%	2%	-5%	3%	0%	-2%	-2%	2%	-4%	-5	1%
> FC(F)(F)c1ccc2c(c1)n(Cc1ccccc1)c1[n+]2CCCCC1
    -4%	-14%	-1%	6%	-4%	-2%	26%	-16%	0%	-14	0%
> Cc1cnc(NC(=O)CN2C(=O)C3CC=CCC3C2=O)s1 (stereo not drawn)
    -1%	7%	-3%	1%	1%	-13%	-2%	18%	-3%	-17	3%
> Cc1ccc(S(=O)(=O)N(C)Cc2ccc(C(=O)N/N=C3\CCCC(=O)C3)cc2)cc1
    2%	19%	-1%	2%	3%	4%	3%	-13%	13%	0	3%
